uPA generation: cell surface uPA generation inhibition | cell surface uPA generation assay, qHTS | Potency, µM (top dose mostly 38.3 µM), without a hit: at the top dose activity change, negative = inhibition, usual class: inhibitors | 0.31% of 330,000 active; active = well fitted inhibition curve with a large enough effect; inconclusive = small, poorly fitted or top-dose-only effect; inactive = no such curve, though single readings can be large or run the other way; tested in mouse RAW 264.7 cells; note: potency is the fitted concentration of half-maximal effect; nearly all actives have a fitted effect of over 55% in size
PKM2 activator: increases activity of human pyruvate kinase M2. 0.34% of 260,000 active. Potency, µM (top dose mostly 57.5 µM), inactives show top-dose activation, most hits filed as activators. P14618. purified PKM2, Kinase-Glo ATP luminescence, activation; response scale: 0% is enzyme alone, no compound; note: potency is the fitted concentration of half-maximal effect; nearly all actives have a fitted effect of over 55% in size
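Purified hPK-M2 (>95%) run at intermediate activity with 0.1 mM ADP and 0.5 mM PEP in 50 mM imidazole pH 7.2, KCl, MgCl2; 1 h room temperature. ATP formed read by Kinase-Glo luminescence; normalized to uninhibited and no-enzyme controls.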
B2AR arrestin: agonists driving beta-arrestin recruitment to human beta2-adrenergic receptor. P07550. beta-arrestin recruitment to beta2AR, cell-based reporter. Potency, µM (doses to about 46.1 µM), for inactives: at the top dose activation, usual class: activators. 0.02% of 330,000 active;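 note: potency is the fitted concentration of half-maximal effect; 0% = DMSO controls and full agonism = EC100 isoproterenol or metaproterenol; nearly all actives have a fitted effect of over 65% in size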
FBPA coupling cs: inhibits coupling enzyme system, counter-screen for aldolase hits; 0.67% of 290,000 active; activity change, negative = inhibition, % at 58.2 µM, hits read low; coupling enzyme system counterscreen, AmpLite Red fluorescence; in the data active = activity change below about -30%
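Counterscreen of the coupled detection system alone, without aldolase: glyceraldehyde-3-phosphate coupling enzymes plus AmpLite Red readout. Compounds at 57.5 uM final, 10 min RT preincubation, 20 min RT reaction, fluorescence 525/598 nm.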
USP2a block: blocks human ubiquitin-specific protease USP2a. Potency, µM (series often up to 38.3 µM), for the others: at the top dose activity change, negative = inhibition, usual class: inhibitors. AID 463254. 0.01% of 330,000 active. O75604. USP2 core, Ub-CHOP2 coupled fluorogenic reporter, 485/531;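 note: potency is the fitted concentration of half-maximal effect; plate controls were DMSO wells for no effect and full inhibition by NEM control for full effect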
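USP2 core (10nM final) preincubated 30min RT with compound in 20mM Tris-HCl pH 8.0, 2mM CaCl2, 2mM beta-mercaptoethanol, 0.05% CHAPS; 25nM Ub-CHOP2 plus 25nM reporter substrate added, fluorescence (Ex485/Em531) read after 60min.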
BCR signal inh: blocks chronic active B-cell receptor signaling; ABC-DLBCL IkBa-CBG/CBR reporter, luminescence ratio, 4 h; Potency, µM (titrated, usually from 46.1 µM), for the others: top-dose ratio change, negative = lower green/red ratio, most hits filed as inhibitors; 0.05% of 340,000 active; AID 493014; active = well fitted inhibition curve with a large enough effect in the signal ratio, with a control signal flat, not every such curve was filed as active; inconclusive = small, poorly fitted or top-dose-only effect, or effect the other way, or a change in a side signal; the % refers to the signal ratio;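 note: potency is the fitted concentration of half-maximal effect; plate controls were basal doxycycline-induced cells for no effect and cells given 10 µM MG132 for full effect; MG132 reads +100%, hits lower the ratio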
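Concentration-response series (up to 46 uM) were applied to TMD8 dual-reporter cells for 4 h at 37C with doxycycline. Green/red ratio, after filter-overlap correction, defined %Activity; red signal alone was normalised to basal cells and zero luminescence.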
KCNH2 3.1 inh: blocks the human KCNH2 3.1 channel isoform | activity change, % (tested at about 1.8 µM) | U2OS KCNH2 3.1, thallium flux FluxOr; hits give low values | 0.95% of 340,000 active | AID 720553;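 active = maximum activity change below -70%; inconclusive = maximum activity change from -70% to -50%; inactive = maximum activity change above -50%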;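 note: thallium influx rate constant from kinetic fluorescence after stimulation buffer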
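Measured as rate of thallium-driven FluxOr signal in transduced U2OS cells carrying the 3.1 channel, read kinetically for 2 min upon stimulation; values are rate constants scaled to DMSO control wells.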
Giardia killer: Giardia lamblia killing; Giardia lamblia trophozoite viability; activity change, % at 7.66 µM, hits read low; 0.15% of 340,000 active; AID 540267; in the data active = activity change below about -80%; inconclusive = between about -30% and that limit;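 note: parasites exposed to compound for two days anaerobically before the ATP read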
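Luminescence from cellular ATP indicates surviving trophozoites (100 cells/well) following 48 hrs anaerobic compound treatment at 37 deg C; signal develops 15-30 min at room temperature.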
KCNH2 WT inh: inhibitors of human wildtype KCNH2 potassium channel; Q12809; U2OS, BacMam KCNH2, thallium flux FluxOr; hits give low values; activity change, % at 1.84 µM; 0.37% of 340,000 active; AID 720551;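 active = maximum activity change below -70%; inconclusive = maximum activity change between -70% and -50%; inactive = maximum activity change above -50%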
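U2OS cells transduced with wild-type KCNH2 virus are loaded with FluxOr dye for 45 min, and thallium flux is measured in kinetic reads before and after stimulation buffer. Rate constants are normalized to DMSO controls.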
Eya2 phos inh: blocks the phosphatase activity of human Eya2; O00167; recombinant Eya2, OMFP fluorescence dephosphorylation (OMFP is methylfluorescein phosphate); Potency, µM (series often up to 76.9 µM), for inactives: top-dose activity, negative = inhibition, usual class: inhibitors; 0.006% of 330,000 active; AID 488837; note: potency is the fitted concentration of half-maximal effect
Target sequence (O00167 whole entry, looked up): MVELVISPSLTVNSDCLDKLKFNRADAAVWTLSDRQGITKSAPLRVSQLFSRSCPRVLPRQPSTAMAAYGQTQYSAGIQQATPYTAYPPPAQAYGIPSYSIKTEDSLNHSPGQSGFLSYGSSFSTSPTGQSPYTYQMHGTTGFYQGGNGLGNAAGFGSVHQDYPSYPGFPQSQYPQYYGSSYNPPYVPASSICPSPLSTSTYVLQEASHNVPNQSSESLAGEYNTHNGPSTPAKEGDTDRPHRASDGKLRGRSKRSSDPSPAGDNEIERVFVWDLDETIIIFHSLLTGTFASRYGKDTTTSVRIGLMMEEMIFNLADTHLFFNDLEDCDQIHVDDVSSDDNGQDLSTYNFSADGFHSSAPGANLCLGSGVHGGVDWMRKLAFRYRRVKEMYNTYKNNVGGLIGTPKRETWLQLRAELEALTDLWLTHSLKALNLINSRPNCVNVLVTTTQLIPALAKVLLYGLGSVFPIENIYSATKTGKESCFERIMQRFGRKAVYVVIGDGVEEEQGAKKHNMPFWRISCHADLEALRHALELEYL
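Eya2 protein (added as 0.2 uM solution) was preincubated with compound for 10 min at ambient temperature in 50 mM HEPES pH 7.5, 50 mM NaCl, 5 uM MgCl2, 0.05% BSA, 1 mM DTT. OMFP (added at 50 uM) then reacted 10 min; fluorescence read at 485/525 nm.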
GALK inhibitor: galactokinase (human) inhibition | 0.007% of 270,000 active | P51570 | Potency, µM (series often up to 57.5 µM), inactives show at the highest dose activity change, negative = inhibition, hits mostly inhibitors | Purified GALK, Kinase-Glo residual ATP luminescence | AID 1868; note: potency is the fitted concentration of half-maximal effect
Target sequence (P51570 whole entry, looked up): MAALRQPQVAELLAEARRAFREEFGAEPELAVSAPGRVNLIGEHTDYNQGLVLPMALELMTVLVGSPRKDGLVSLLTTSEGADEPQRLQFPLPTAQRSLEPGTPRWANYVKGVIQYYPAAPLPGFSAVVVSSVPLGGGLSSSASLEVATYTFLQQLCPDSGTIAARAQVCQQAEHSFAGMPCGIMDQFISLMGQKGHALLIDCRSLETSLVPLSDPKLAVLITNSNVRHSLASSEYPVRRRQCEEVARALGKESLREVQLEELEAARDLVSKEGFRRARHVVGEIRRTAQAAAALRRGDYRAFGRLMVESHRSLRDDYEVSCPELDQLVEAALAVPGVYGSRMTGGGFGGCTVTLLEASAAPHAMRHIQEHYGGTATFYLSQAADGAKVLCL
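GALK at 5 nM final was combined with compound, 35 uM ATP and 100 uM galactose in HEPES pH8.0 with MgCl2 and DTT. The reaction ran one hour at room temperature before luminescent ATP detection.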
Numbers without * were called inactive; ? = inconclusive; . = not tested or not shown. Unless noted, calls come from the whole dose curve; as a rule, active = well fitted curve in the direction sought with a large enough effect; inconclusive = small, poorly fitted or top-dose-only effect, or another doubt; inactive = no such curve, though single readings can be large; an effect the other way counts as inactive or inconclusive. Unless noted, % is set by controls: 0 for no effect and ±100 for the full control effect.

smiles	uPA generation	PKM2 activator	B2AR arrestin	FBPA coupling cs	USP2a block	BCR signal inh	KCNH2 3.1 inh	Giardia killer	KCNH2 WT inh	Eya2 phos inh	GALK inhibitor
COc1ccc(CC(=O)Nc2ccc3nc(SC)sc3c2)cc1OC	2%	3%	0.1%	0	0%	0%	15	-11	6	-7%	3%
CCOc1ccc(CNC(=O)Nc2ccccc2)cc1	1%	.	-0.7%	-1	-1%	-1%	-7	-12	-3	15%	2%
Cc1c(Br)c([N+](=O)[O-])nn1CC(=O)c1ccccc1	-13%	3%	-0.3%	0	3%	3%	5	-4	-8	-7%	2%
CC1(C)CC(=O)C/C(=N\NC(=O)CCc2ccc(S(=O)(=O)N3CCOCC3)cc2)C1	6%	2%	0.2%	1	-1%	-6%	-6	-1	-8	-1%	10%
CSc1ccccc1NC(=O)c1cccnc1	15%	-6%	-0.8%	3	2%	6%	-15	-11	31	11%	0%
CCn1c(SCC(=O)Nc2nccs2)nnc1-c1ccc(S(=O)(=O)N2CCCCCC2)cc1	2%	2%	-0.4%	4	0%	?	0	-8	-6	-8%	0%
O=C(CCC1CCCCC1)Nc1ccc(S(=O)(=O)Nc2nccs2)cc1	-10%	-1%	-0.3%	7	0%	?	6	-14	8	-10%	4%
O=C(NCC1CCCO1)c1ccc(S(=O)(=O)N2CCCCC2)cc1 (stereo unspecified)	6%	-2%	-1.0%	2	1%	-5%	3	-19	-1	-23%	-1%
O=C(CNC(=O)c1ccco1)NCc1ccc2c(c1)OCO2	0%	.	-0.7%	.	-7%	5%	2	5	3	4%	.
CC[N+](CC)(CC=C(C)C)CC(=O)OC	9%	-7%	-0.5%	0	2%	?	31	-12	-16	-6%	1%
COc1ccc(-c2cc(C(F)(F)F)nc(SCC(=O)Nc3cc(C)on3)n2)cc1OC	-8%	9%	-0.2%	6	1%	-5%	-5	21	-13	2%	3%
CCC(=O)N1c2ccc(S(=O)(=O)N3CCN(CC)CC3)cc2CC1C (stereo unspecified)	-5%	.	-0.7%	.	-1%	1%	4	-16	0	-11%	7%
Cc1ccc(NC(=S)NCC2CCCO2)c(OC(F)F)c1 (stereo unspecified)	9%	4%	-0.4%	-4	1%	5%	4	-13	1	2%	3%
O=C(O)c1ccc(Nc2ncnc3c2cnn3Cc2ccccc2)cc1	5%	.	-1.1%	3	2%	-7%	-6	-3	-1	0%	8%
CC(=O)Nc1ccc(/C(C)=N/NC(=O)c2ccc(CN3CCOCC3)cc2)cc1	2%	2%	-0.4%	5	-2%	-3%	-7	30	-9	10%	-3%
O=C(CSc1nc2ccccc2c(=O)[nH]1)Nc1ccc(N2CCOCC2)cc1	3%	-10%	0.3%	1	-1%	-1%	-5	9	-11	-2%	6%
CCc1ccc(NC(=O)C(CC)Sc2nc3cc4c(cc3c(=O)n2Cc2ccco2)OCO4)cc1 (stereo unspecified)	3%	-1%	0.6%	0	1%	-27%	-48	6	-13	16%	2%
CC(C)OC(=O)CC1C(=O)NCCN1C(=S)NC(=O)CCc1ccccc1 (stereo unspecified)	1%	0%	-1.0%	2	-1%	0%	-7	4	-13	-14%	-1%
CCCCCCSc1ccc([C@@H]2[C@@H]3C(=O)N(CC)C(=O)[C@@H]3[C@]3(C(=O)OC)CCCCN23)cc1	5%	.	-0.4%	.	5%	-1%	14	-22	1	16%	.
Oc1cccc(C=NCc2ccccc2)c1O	-5%	22%	0.0%	-37*	1%	?	6	-22	6	-19%	0%
CC(C)OC(=O)/C(=C\c1ccc2c(c1)c1ccccc1n2C)NC(=O)c1ccccc1	6%	-4%	-0.2%	1	0%	-1%	4	1	2	-11%	-5%
COc1ccc(NC2=NCC(=O)N2c2ccccc2F)cc1	0%	-2%	0.1%	-1	-7%	-8%	1	6	13	-6%	-1%
Cc1nc(/N=C(\N)N(C)C)[nH]c(=O)c1C	2%	-8%	-1.2%	2	3%	-2%	-6	22	-7	2%	7%
CSc1ccc(CNc2ncc(-c3cccc([N+](=O)[O-])c3)n2C)cc1	-12%	10%	-0.4%	0	-2%	1%	-7	-8	23	2%	0%
C[C@@H](C(=O)Nc1ccc2ccccc2c1)[C@@H]1C[C@@]1(C)[C@@H](N)c1ccccc1	-8%	-3%	.	1	.	.	1	2	-1	.	.
CCOC(=O)Cc1nnc(NC(=O)COc2ccc(C)cc2)s1	11%	-1%	-0.2%	2	1%	1%	3	7	-25	-7%	1%
COc1ccccc1-c1nc2c(c(SCC(=O)N3CCCCC3)n1)Cc1c(CO)cnc(C)c1O2	2%	.	0.2%	5	-1%	-15%	26	7	-11	-7%	9%
COc1cccc(/C=C2\SC(=O)N(CCC(=O)NNC(=O)c3ccccc3Cl)C2=O)c1	-4%	8%	-0.3%	0	2%	?	-11	4	-1	-3%	-3%
OCCC1CN(Cc2cc(F)ccc2-n2cccn2)CCN1C1CCCC1 (stereo unspecified)	-9%	2%	0.6%	4	5%	?	10	25	3	5%	0%
CN=c1scc(C)n1/N=C/c1cc(Br)c(O)c(OC)c1	-3%	0%	0.1%	-2	1%	-22%	-6	-14	3	-5%	0%

3 entries out of the list above, sorted by the number in Eya2 phos inh, descending.
smiles,Eya2 phos inh
O=C(CCC1CCCCC1)Nc1ccc(S(=O)(=O)Nc2nccs2)cc1,-10%
CCC(=O)N1c2ccc(S(=O)(=O)N3CCN(CC)CC3)cc2CC1C (stereo unspecified),-11%
Oc1cccc(C=NCc2ccccc2)c1O,-19%

(listing goes on)
smiles	uPA generation	PKM2 activator	B2AR arrestin	FBPA coupling cs	USP2a block	BCR signal inh	KCNH2 3.1 inh	Giardia killer	KCNH2 WT inh	Eya2 phos inh	GALK inhibitor
CS(=O)(=O)CC(=O)Nc1ccc2nc3n(c(=O)c2c1)CCCCC3	1%	5%	-1.2%	-3	2%	4%	-4	-19	-1	-3%	-2%
O=C(Nc1ccc(Br)cc1)C1CC(O)CN1C(=O)Oc1ccccc1 (stereo unspecified)	1%	-5%	-0.3%	0	4%	2%	-13	-22	-10	-10%	0%
c1ccc(CSc2ccc(-c3cccnc3)nn2)cc1	-2%	-13%	0.1%	-1	0%	7%	6	-5	-4	-18%	0%
O=C(COC(=O)c1cnccn1)NCCc1ccc(Cl)cc1Cl	13%	-1%	-0.6%	4	4%	1%	10	7	.	11%	-1%
Cc1ccccc1NC(=O)CCN1CCN(Cc2ccccc2)CC1	5%	9%	-0.7%	1	0%	?	-18	2	16	-2%	-1%
C[C@H](NC(N)=O)C(=O)N1CCN(S(=O)(=O)c2ccc3ccccc3c2)CC1	0%	?	0.5%	-2	-2%	7%	-32	-14	-3	6%	-1%

Record cards, from the list above. Values in the order: uPA generation, PKM2 activator, B2AR arrestin, FBPA coupling cs, USP2a block, BCR signal inh, KCNH2 3.1 inh, Giardia killer, KCNH2 WT inh, Eya2 phos inh, GALK inhibitor
c1ccc(CSc2ccc(-c3cccnc3)nn2)cc1 is listed with -2%, -13%, 0.1%, -1, 0%, 7%, 6, -5, -4, -18%, 0%
CS(=O)(=O)CC(=O)Nc1ccc2nc3n(c(=O)c2c1)CCCCC3 is listed with 1%, 5%, -1.2%, -3, 2%, 4%, -4, -19, -1, -3%, -2%
Cc1ccccc1NC(=O)CCN1CCN(Cc2ccccc2)CC1 is listed with 5%, 9%, -0.7%, 1, 0%, ?, -18, 2, 16, -2%, -1%
O=C(COC(=O)c1cnccn1)NCCc1ccc(Cl)cc1Cl is listed with 13%, -1%, -0.6%, 4, 4%, 1%, 10, 7, ., 11%, -1%
C[C@H](NC(N)=O)C(=O)N1CCN(S(=O)(=O)c2ccc3ccccc3c2)CC1 is listed with 0%, ?, 0.5%, -2, -2%, 7%, -32, -14, -3, 6%, -1%
